Screening data from PubChem BioAssay.
Kir21 block = blocks the mouse Kir2.1 inward-rectifier potassium channel | P35561 | HEK293-Kir2.1, FluxOR thallium flux fluorescence; hits give low values | B-score at 10 µM | 310,000 compounds, 0.85% hits;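 active = fluorescence ratio B-score at or below minus 3 SD of library scores, with starting-brightness B-score within 2 SD, cut at about -4.2 in these data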;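 note: channel flux triggered by added potassium and thallium sulfate stimulus; B-score of peak minus minimum fluorescence over baseline after thallium stimulus; more negative B-score means stronger Kir2.1 block with less thallium influx; some compounds called inactive have numbers as strong as hits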
Target sequence (P35561 whole entry, looked up): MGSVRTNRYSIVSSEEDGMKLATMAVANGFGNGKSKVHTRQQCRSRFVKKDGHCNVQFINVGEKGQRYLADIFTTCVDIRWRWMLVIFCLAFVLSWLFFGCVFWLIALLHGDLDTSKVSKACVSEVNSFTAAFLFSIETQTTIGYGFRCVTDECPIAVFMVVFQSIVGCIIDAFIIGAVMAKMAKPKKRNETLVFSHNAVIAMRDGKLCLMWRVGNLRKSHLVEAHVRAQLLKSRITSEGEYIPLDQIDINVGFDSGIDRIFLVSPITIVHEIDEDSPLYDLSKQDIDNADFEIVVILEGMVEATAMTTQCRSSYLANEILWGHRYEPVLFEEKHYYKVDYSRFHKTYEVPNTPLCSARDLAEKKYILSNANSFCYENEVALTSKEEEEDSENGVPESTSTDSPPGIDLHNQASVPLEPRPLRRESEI
CHT block = inhibits the human high affinity choline transporter | Q9GZV3 | CHT-expressing cells, membrane potential dye, choline response; hits give low values | B-score at 10 µM | 310,000 compounds, 0.86% hits | AID 488975;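 active = B-score over 3 SD under the library average, and starting fluorescence ratio not unusually high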;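 note: choline stimulus applied at its EC90 after an EC20 pre-addition; B-score computed on integrated fluorescence ratio after choline addition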
Target sequence (Q9GZV3 whole entry, looked up): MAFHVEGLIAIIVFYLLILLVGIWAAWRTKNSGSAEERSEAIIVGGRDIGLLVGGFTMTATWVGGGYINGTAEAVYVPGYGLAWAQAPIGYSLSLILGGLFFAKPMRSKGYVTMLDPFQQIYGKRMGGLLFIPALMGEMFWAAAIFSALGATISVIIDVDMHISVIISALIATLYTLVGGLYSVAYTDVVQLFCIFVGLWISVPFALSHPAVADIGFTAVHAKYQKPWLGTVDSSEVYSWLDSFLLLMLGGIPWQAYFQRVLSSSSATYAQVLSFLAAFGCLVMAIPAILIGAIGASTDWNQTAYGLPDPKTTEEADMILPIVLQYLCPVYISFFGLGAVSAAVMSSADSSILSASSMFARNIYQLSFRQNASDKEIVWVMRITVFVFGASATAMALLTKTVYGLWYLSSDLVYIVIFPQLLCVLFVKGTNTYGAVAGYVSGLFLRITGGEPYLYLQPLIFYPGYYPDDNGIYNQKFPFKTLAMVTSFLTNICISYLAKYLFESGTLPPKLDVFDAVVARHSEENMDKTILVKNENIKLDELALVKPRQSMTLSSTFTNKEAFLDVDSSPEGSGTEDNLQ
* = called active by the depositor; i = inactive; . = no result given. This is a random part of the collection. About 1.6% of those tested had a hit in this group.

cpd | Kir21 block | CHT block | SMILES
1 | 0.04 | i | CN(C)S(=O)(=O)c1cccc(C(=O)N2CCN(Cc3ccccc3)CC2)c1
2 | -0.01 | i | Nc1ccc(S(=O)(=O)NC2(C(F)(F)F)NC(=O)N(c3ccccc3Cl)C2=O)cc1 (stereo not given)
3 | 1.77 | i | COC(=O)Cn1nc(-c2ccccc2)c2cc(Cl)ccc21
4 | -1.08 | i | COc1ccc(N2CCN(CCCNC(=O)C(=O)c3c(C)[nH]c4ccccc34)CC2)cc1
5 | -0.03 | i | CCOC(=O)c1ccc(Nc2c(CC)c(C)nc3ncnn23)cc1
6 | 1.87 | i | Cc1cc(NC(=O)CCCN2C(=O)/C(=C\c3cccs3)SC2=S)no1
7 | 0.67 | i | O=C(CNC(=O)c1ccco1)NCC(=O)OCc1ccc(C(=O)Oc2ccc(Cl)cc2)cc1
8 | 1.05 | i | COC(=O)c1sccc1NC(=O)c1sccc1C
9 | 0.98 | i | COC(=O)c1cccc(C23CC4(C2)[C@H](CN(Cc2cccnc2)[C@@H]4c2ccccc2)C3c2ccc(Cl)nc2)c1 (stereo not given in full)
10 | -0.63 | i | Cc1[nH]c2ccccc2c1C(=O)NS(=O)(=O)Nc1ccccc1
11 | 0.23 | i | Cc1nn(-c2ccccc2)c2nc(N)c(C#N)c(-c3ccc(O)c(O)c3)c12
12 | 0.7 | i | Cc1cccc(N2CCN(C(=O)CN(C)S(=O)(=O)c3ccc4c(c3)CCC(=O)N4)CC2)c1C
13 | 0.24 | i | COCCN(C(=O)COC(=O)C1CC1)c1c(N)n(Cc2ccccc2)c(=O)[nH]c1=O
14 | -0.03 | i | CCOc1ccccc1CN1CCNC(=O)C1CC(=O)N(C)C1CCOCC1 (stereo not given)
15 | 2.74 | i | COc1ccccc1/C=N/NC(=O)c1nnn(-c2nonc2N)c1-c1cccs1
16 | 1.23 | i | COc1ccc(C(=O)NC2CC2)cc1OC1CCN(Cc2cc(C)cc(C)c2)CC1
17 | -0.12 | i | NC(=O)CSc1nc2cccnc2n1-c1ccc(F)cc1
18 | 1 | i | Cc1ccsc1/C=C1\SC(N)=NC1=O
19 | -0.26 | i | COc1ccc(-n2cc(-c3ccccc3)[n+]3c2CCCCC3)cc1
20 | 0.53 | i | O=C(Nc1nnc(C2CC2)s1)c1cc([N+](=O)[O-])ccc1N1CCCCC1
21 | -1.83 | i | OCC(O)C(O)C(O)C(O)c1nc2ccccc2[nH]1 (stereo not given)
22 | -0.7 | i | Cc1ccc(-n2c(SCc3nc4ccccc4c(=O)[nH]3)nnc2-c2ccccc2O)cc1
23 | -0.84 | i | O=C(c1ccccc1)N1CCN(C(=O)c2ccc([N+](=O)[O-])cc2)CC1
24 | -1.17 | i | Cc1cc(O)c(Oc2cc(C)cc(O)c2O)c(O)c1
25 | 2.32 | i | OCCC1CN(Cc2cccc3nccnc23)CCN1C1CCCC1 (stereo not given)
26 | -0.04 | i | COc1ccc(OC)c(S(=O)(=O)N2CCN(Cc3ccccc3)CC2)c1
27 | -0.6 | i | CCOC(=O)c1cc(CC)sc1NC(=O)C(c1ccccc1)c1ccccc1
28 | 0.01 | i | Cc1cccc(-n2c(-c3ccccc3)c[nH]c2=S)c1C
29 | -0.16 | i | O=C(CN1C(=O)S/C(=C\c2ccccc2)C1=O)NCCCn1ccnc1
30 | 0.06 | i | COc1ccc(NC(=O)C(CCCCNC(=O)OC(C)(C)C)NC(=O)OCc2ccccc2)cc1 (stereo not given)
31 | . | i | C#CCOCCOCCOCCNc1nc(N2CCN(C(=O)[C@H]([C@@H](C)CC)n3cc(CCCN=C(N)N)nn3)CC2)nc(N2CCN(C(=O)[C@H](Cc3ccc(O)cc3)n3cc(CCO)nn3)CC2)n1
32 | 1.86 | i | CCC(=O)N1CCc2cc(S(=O)(=O)CCC(=O)Nc3ccc(OC)c(OC)c3)ccc21
33 | 0.53 | i | CC1CCc2nc(NC(=O)CN3CCN(c4ccccc4)CC3)sc2C1 (stereo not given)
34 | 0.75 | i | O=C(CN1CCN(C(=S)NC2CCCC2)CC1)Nc1ccc(Oc2ccccc2)cc1
35 | -0.37 | i | CCOC(=O)N1CCN(C(=O)c2ccc(C#CC3(O)CCCCC3)cc2)CC1
36 | 0.05 | i | CNc1nccc(-c2ccc(F)cc2)c1C#N
37 | 0.98 | i | CC(=O)Nc1ccc(C(=O)NNC(=O)c2cccs2)cc1
38 | -0.52 | i | Cc1ccc(C(=O)NCC(=O)OCC(=O)Nc2ccccc2[N+](=O)[O-])cc1
39 | 2.01 | i | CCCn1c(SCC(=O)Nc2nnc(-c3ccccc3)s2)nnc1-c1ccccn1
40 | 0.06 | i | CN(C(=O)COC(=O)COc1ccc(Cl)cc1)C1CCCCC1
41 | 0.07 | i | CCn1c(COc2ccccc2)nnc1SCC(=O)Nc1cc(OC)ccc1OC
42 | -7.87* | i | CCc1cc(Br)ccc1NC(=S)NCCc1ccccc1
43 | -1.02 | i | COc1cc(NC(=O)Cn2cnc3sc(C)c(S(=O)(=O)N4CCOCC4)c3c2=O)cc(OC)c1OC
44 | -0.39 | i | COc1ccc(C(NC(C)=O)c2cc(Cl)c3cccnc3c2O)cc1 (stereo not given)
45 | -0.95 | i | O=C(COC(=O)C1CCN(S(=O)(=O)c2cc([N+](=O)[O-])ccc2Cl)CC1)Nc1ncc(Cl)cc1Cl
46 | -0.08 | i | COCC(C)n1c(C)cc(C(=O)CN2C(=O)NC3(CCCCC3C)C2=O)c1C (stereo not given)
47 | 1.06 | i | Cc1nc2nc(C)c(CCC(=O)NCCC3=CCCCC3)c(C)n2n1
48 | -1.08 | i | CC(C)Cn1c(-c2csc3ccccc23)n[nH]c1=S
49 | 0.02 | i | CCN(CCn1cccn1)Cc1c(C(=O)N2CCCCCCC2)nc2ccc(Cl)cn12
50 | -1.45 | i | O=C(OCCN=C1NS(=O)(=O)c2ccccc21)c1ccccc1F
51 | -0.87 | i | CC(=O)NCC(=O)OCC(=O)c1ccc(C)cc1
52 | 0.04 | i | CCCc1cc(=O)oc2c(C)c(OC(C)C(=O)NCc3ccccn3)ccc12 (stereo not given)
53 | -0.83 | i | c1ccc(Cc2nn3c(Cn4cnc5ccccc54)nnc3s2)cc1
54 | 2.06 | i | Cc1cccc(-n2nnc3c(=O)n(Cc4ccccn4)cnc32)c1
55 | 0.5 | i | c1ccc(-c2c[n+]3c(n2-c2ccccc2)SCC3)cc1
56 | 0.43 | i | O=C(NC(c1ccccc1)c1ccccc1)N1CCN(CCO)CC1
57 | -1.7 | i | CCCCCC(=O)N1CCN(S(=O)(=O)c2ccc3c(c2)OCCCO3)CC1
58 | -0.04 | i | Cc1ccc(S/C=C\C(=O)c2ccccc2)cc1
59 | 1.54 | i | CCCn1c2ccccc2c2nnc(SCC(=O)Nc3cc(C)on3)nc21
60 | -3.11 | i | Cc1ccc2nc(C(Cl)(Cl)Cl)nc(N/N=C/c3ccncc3)c2c1

Other structures
cpd | Kir21 block | CHT block | SMILES
61 | -0.32 | i | COc1ccc(NC(=O)CN(C)C(=O)CCCN2C(=O)c3cccc4cccc(c34)C2=O)cc1
62 | -0.95 | i | Cc1cccc(CNC(=O)c2ccc(NC(=O)C3=CSCCO3)cc2)c1
63 | 0.59 | i | C/C(=N/NC(=O)c1ccc(Br)s1)c1ccncc1
64 | -0.39 | i | Cn1cc(C(=O)c2ccc(Cl)cc2Cl)cc1C(=O)N/N=C(\N)COc1ccccc1
65 | 0.07 | i | CCN(CC)S(=O)(=O)c1ccc(OCC(=O)NC(=O)c2ccccc2OC)c([N+](=O)[O-])c1
66 | -2.68 | i | CCN(CC)CCNc1ncnc2c1sc1nc(N3CCOCC3)c3c(c12)CC(C)(C)SC3
67 | -2 | i | CCn1cc(S(=O)(=O)CC(=O)Nc2cccc(C)c2)c2ccccc21
68 | -0.11 | i | COc1cccc(NC(=O)CCc2c(C)nn(-c3ccc(N4CCOCC4)nn3)c2C)c1
69 | 0.56 | i | CCN(CC)S(=O)(=O)c1cccc(NC(=O)COC(=O)CNC(=O)c2cccc(F)c2)c1
70 | 0 | i | Cc1nc(CNS(=O)(=O)c2ccccc2F)cs1
71 | 0.48 | i | COc1cc(CN2CCNC(=O)C2CC(=O)NCCCC2CCCC2)cc(OC)c1 (stereo not given)
72 | -0.9 | i | O=C(Nc1ccc(-c2nc3cccnc3s2)cc1)c1ccco1
73 | 0.44 | i | Cc1c(NC(=O)CCCOc2ccccc2)cccc1[N+](=O)[O-]
74 | 0.16 | i | CCN(CC)S(=O)(=O)N1CCC(C(=O)NC2CCCC2)CC1
75 | 0.48 | i | C=Cn1c(C(=O)O)ccc1-c1ccc(OC)cc1
76 | 0.42 | i | CC(C)c1c(C(=O)N/N=C/c2ccc(OCc3ccccc3)cc2)nnn1-c1nonc1N
77 | 0.12 | i | CCO[C@@H]1OC(C(=O)N2CCN(Cc3ccccc3)CC2)=C[C@H](c2ccc(Br)cc2)[C@H]1CCCO
78 | -0.01 | i | CN(C)Cc1c(C(=O)N/N=C/C=C/c2ccccc2)nnn1-c1nonc1N
79 | -0.41 | i | CCNc1nc(C)c2cc(Br)c(=O)n(CC)c2n1
80 | -2.2 | i | O=C(N/N=C/c1ccccc1OC(=O)c1ccc2c(c1)OCO2)c1cccc(F)c1
81 | -0.6 | i | COc1ccc(N2CCc3c(C)nc4c(OC)cccc4c32)cc1
82 | 1.13 | i | Oc1[nH]c2ccc(Br)cc2c1N=Nc1ccc(C(F)(F)F)cn1
83 | 0.41 | i | COc1cc(/C=C(\C#N)c2nc3ccccc3[nH]2)cc(Br)c1OCc1ccccc1
84 | 2.59 | i | COc1ccccc1CN1CC(C(=O)NCc2cccnc2)CC1=O (stereo not given)
85 | 1.71 | . | CCOc1ccc2[nH]c(=O)c(CN(Cc3ccco3)C(=O)c3ccc(Br)cc3)cc2c1
86 | -0.06 | i | O=S(=O)(NNc1ccc(Cl)nn1)c1ccc(F)cc1
87 | -0.12 | i | Cc1ccc2nc(-c3ccc(NC(=S)NC(=O)CC(C)C)cc3)sc2c1
88 | 0.13 | i | O=C(O)C1C2C=CC(C2)C1C(=O)Nc1nccs1 (stereo not given)
89 | 1.35 | i | CCOc1ccc2nc(N/C(N)=N/C(=S)Nc3ccc(C)c(C)c3)nc(C)c2c1
90 | -0.69 | i | CCOC(=O)c1sc(NC(=O)C2CCCCC2)nc1C
91 | -0.48 | i | O=C(Cn1cnc2ccccc21)N/N=C/c1cccnc1
92 | -1.6 | i | O=S(=O)(c1cccc(Cn2nnc(-c3ccc(F)cc3)n2)c1)N1CCOCC1
93 | 0.52 | i | S=c1[nH]nc(-c2cccnc2)n1C1CCCCC1
94 | -0.38 | i | COc1ccc(Cl)cc1NC(=O)CC(=O)Nc1cc(Cl)ccc1OC
95 | -0.03 | i | Cc1ccc2cc(CN(CC3CCCO3)C(=S)Nc3ccccc3)c(=O)[nH]c2c1C (stereo not given)
96 | 0.43 | i | Cc1cccc(C)c1Oc1nc(-c2ccccc2)ncc1S(=O)(=O)c1ccccc1
97 | 3.07 | i | CC(=O)Nc1cc(NC(C)=O)c2nc(N)sc2c1
98 | -0.04 | i | Cc1ccc(C(=O)NC2=NCCS2)cc1Cl
99 | 0.52 | i | Cc1c(N2C(=O)CS/C2=N\N=C\c2ccc(Cl)cc2)c(=O)n(-c2ccccc2)n1C
100 | 1.89 | i | O=c1[nH]c(C2CCCN(S(=O)(=O)c3ccc(F)cc3)C2)nc2c1nnn2Cc1ccccc1 (stereo not given)
101 | -0.57 | -5.09* | COC(=O)C(C)Sc1nc2c(c(=O)[nH]c(=O)n2C)n1CCC(C)C (stereo not given)
102 | -1.01 | i | Cc1c(C(=O)OCCN2CCCCC2)oc2ccccc12
103 | 0.22 | i | CCCCC(=O)OCC(=O)Nc1ccc(SC(F)F)cc1
104 | 0.01 | i | CCOc1cc(S(=O)(=O)n2ccnc2)ccc1Cl
105 | 1.53 | i | Cc1noc(C)c1C(=O)NCc1ccccc1Br
106 | -0.64 | i | O=S(=O)(NCCCc1ccccc1)c1ccccc1
107 | 0.03 | i | CC1(C)CC(=O)C(C=Nc2ccccc2C(=O)O)=C(O)C1
108 | 1.4 | i | COc1cccc(C2c3[nH]c4ccccc4c3CCN2Cc2cccn2-c2ncccn2)c1 (stereo not given)
109 | -0.16 | i | CNC(=O)COC(=O)/C=C/c1c(C)nn(-c2ccccc2)c1C
110 | 0.02 | i | Cc1ccc(-c2cc(C(=O)N3CC(C)CC(C)C3)c3ccccc3n2)o1 (stereo not given)
111 | -0.18 | i | O=C(Nc1ccccc1Br)C1CC(=O)N(c2ccc3c4c(cccc24)CC3)C1 (stereo not given)
112 | -2.24 | i | CCOC(=O)C1CCCN(Cc2ccc(OCc3ccccc3)c(OC)c2)C1 (stereo not given)
113 | 1.75 | i | O=C(c1ccc2c(c1)OCCCO2)N1CCCCC1
114 | -1.8 | i | Cc1ccc(-c2noc(CN(C(=O)c3cccc(Br)c3)C(C)C)n2)cc1
115 | 2.14 | i | CCOc1ccccc1N(CC(=O)NCCOC)C(=O)CCC(=O)Nc1ccccn1
116 | -1.6 | i | CC(C(=O)Nc1ccc2c(c1)OCCO2)N(C)Cc1c(F)cccc1Cl (stereo not given)
117 | 0.57 | i | Cc1ccccc1C(=O)Oc1cc(N)n(S(=O)(=O)c2ccccc2)n1
118 | 0.57 | i | COc1ccccc1Nc1nc(N)nc(CN2CCOCC2)n1
119 | -0.35 | i | N#CCc1ccc(OC(=O)c2ccncc2)cc1
120 | -1.25 | i | CSc1ccccc1NC(=O)CN(C)C(=O)CCc1c[nH]c2ccccc12
